NCI-60 one-dose screen, 48 h, at 10 µM unless noted. Numbers give growth in % (100 = growth as untreated, 0 = no growth, -100 = all killed).
UACC-62: UACC-62 melanoma | 81,000 tested, 5.4% active
LOX IMVI: LOX IMVI melanoma. 79,000 tested, 7.4% active. AID 1794757
SK-MEL-5: SK-MEL-5 melanoma | 80,000 tested, 6.4% active | AID 1794755
SK-MEL-2: SK-MEL-2 melanoma; AID 1794763; 77,000 tested, 4.7% active
MDA-MB-435: MDA-MB-435 melanoma | 82,000 tested, 7.8% active
SK-MEL-28: SK-MEL-28 melanoma; 81,000 tested, 4.1% active
UACC-257: UACC-257 melanoma; 78,000 tested, 4.4% active; AID 1794764
MALME-3M: MALME-3M melanoma; 78,000 tested, 5.8% active; AID 1794766
Numbers without * were called inactive; . = not tested or not shown; & = joins results of further samples. The calls were made as follows: active = growth percent below 10; inactive = the rest.

[1] N#Cc1c(-c2cccs2)cc(-c2cnccn2)nc1SCC(=O)N/N=C/c1cccs1
[2] O=c1c2c(nc3cc(-c4ccccc4)[nH]n13)CSC2
[3] OCCc1ccccc1
[4] OCC1OC(n2cnc3ncccc32)C(O)C1O (configuration not stated)
[5] CCC(=O)CC1CCCC(CC(=O)CC)N1C (configuration not stated)
[6] CCOC(=O)C1=C[C@]2(CC)CCCN3CCc4c(n1c1ccccc41)[C@@H]32
[7] O=C(OCC1CC=CCC1)C1CC=CCC1 (configuration not stated)
[8] c1ccc(Nc2ccccn2)cc1

assay / entry	1	2	3	4	5	6	7	8
UACC-62	56	103	101	101	104	97	107	94
LOX IMVI	7.3*	97	96	92	97	95	105	102
SK-MEL-5	21	107	106	99	101	81	103	106
SK-MEL-2	79	98	106	.	112	107	139	102
MDA-MB-435	51	105	99	95	100	101	110	112
SK-MEL-28	28	108	99	110	109	96	115	112
UACC-257	54	114	87	.	87	107	108	104
MALME-3M	39	100	97	131	118	86	133	103

[9] O=c1[nH][nH]c2cc([N+](=O)[O-])ccc12
[10] Cc1cccc(Nc2ncnc3oc(C)c(C(=O)NCCN4CCOCC4)c23)c1
[11] COc1cc(C2=N/C(=C\c3cc4ccccc4nc3OC)C(=O)O2)cc(OC)c1OC
[12] CN1c2ccccc2[C@@]23CCC[C@@]12Nc1ccccc1C3
[13] Cc1ccccc1NC(=O)/C=C/c1ccc(OCCCOc2ccc3c(C)cc(=O)oc3c2)cc1
[14] CCOC(=O)c1c(Nc2ccccc2)nn2c(-c3ccccc3)c(C#N)cnc12
[15] O=C1CCCc2nc3sc4c(=O)n(-c5ccccc5Cl)nnc4c3cc21
[16] CN(C)c1ccc(C(=C2C=CC(=[N+](C)C)C=C2)c2c(O)c(S(=O)(=O)O)cc3cc(S(=O)(=O)O)ccc23)cc1

assay / entry	9	10	11	12	13	14	15	16
UACC-62	73&92	85	93	102	100	94	91	108
LOX IMVI	92&96	93	102	104	103	95	102	94
SK-MEL-5	43&36	97	105	108	89	97	88	99
SK-MEL-2	75&101	106	100	113	101	108	95	94
MDA-MB-435	98&107	101	107	103	95	91	102	104
SK-MEL-28	108&113	100	107	98	100	97	109	112
UACC-257	99&105	.	95	110	108	108	85	109
MALME-3M	103	97	111	.	102	127	102	96

Quoted from above: compounds 9 to 13
[9] O=c1[nH][nH]c2cc([N+](=O)[O-])ccc12
[10] Cc1cccc(Nc2ncnc3oc(C)c(C(=O)NCCN4CCOCC4)c23)c1
[11] COc1cc(C2=N/C(=C\c3cc4ccccc4nc3OC)C(=O)O2)cc(OC)c1OC
[12] CN1c2ccccc2[C@@]23CCC[C@@]12Nc1ccccc1C3
[13] Cc1ccccc1NC(=O)/C=C/c1ccc(OCCCOc2ccc3c(C)cc(=O)oc3c2)cc1

assay / entry	9	10	11	12	13
UACC-62	73&92	85	93	102	100
LOX IMVI	92&96	93	102	104	103
SK-MEL-5	43&36	97	105	108	89
SK-MEL-2	75&101	106	100	113	101
MDA-MB-435	98&107	101	107	103	95
SK-MEL-28	108&113	100	107	98	100
UACC-257	99&105	.	95	110	108
MALME-3M	103	97	111	.	102

Following part.
[17] Cc1ccc(CN2CC3(Cc4c(C(C)(C)C)nn(-c5ccccc5)c42)C(=O)CC(C)(C)CC3=O)cc1
[18] O=C1C(Cl)=C(Nc2ccccc2)C(=O)C(Cl)=C1Nc1ccccc1
[19] CCCCC/C(C)=N/Nc1ccc([N+](=O)[O-])cc1[N+](=O)[O-]
[20] CCCN1CN2C(=O)N3CN(CCC)CN4C(=S)N(C1)C2C34 (configuration not stated)
[21] CN1CCc2c(sc3nc4n(c(=O)c23)NC(=O)CC(=O)N4c2ccc(Cl)cc2)C1
[22] Clc1ccc(N/N=C/c2ccc(-n3cccn3)cc2)c(Cl)c1
[23] Cc1ccc(C(=O)c2ccc(CC(=O)N/N=C/c3ccc4c(c3)OCO4)n2C)cc1
[24] COc1cc(/C=C/C(=O)c2ccc(Nc3nc(NCCO)nc(N4CCOCC4)n3)cc2)cc(OC)c1OC

assay / entry	17	18	19	20	21	22	23	24
UACC-62	64	111	.	98	105	95	100	-32*
LOX IMVI	80	97	76	103	97	96	91	11
SK-MEL-5	81	112	100	107	111	93	98	10
SK-MEL-2	88	113	96	102	96	99	101	51
MDA-MB-435	.	104	90	106	104	98	96	10
SK-MEL-28	96	119	105	93	112	111	108	48
UACC-257	74	107	94	93	.	111	92	49
MALME-3M	.	119	87	112	97	94	105	40

[25] CC(Cl)C(=O)Oc1ccc(Cl)cc1 (configuration not stated)
[26] CCOc1ccccc1C(=O)Oc1ccc(Cl)cc1
[27] c1ccc(CNc2nc(Nc3ccc(-c4nc5ccccc5[nH]4)cc3)c3cn[nH]c3n2)cc1
[28] COc1cc(Br)c(OC)cc1Br
[29] CCc1c(C)[nH]c(=O)c(C(N)=O)c1C#N
[30] C=C(C)[C@@H]1CC[C@]2(C)[C@H](CC=C3[C@@H]4CC(C)(C)CC[C@]4(CO)CC[C@]32C)[C@@]1(C)CCCN
[31] CCCC(F)C(=O)O (configuration not stated)
[32] Cn1cc(-c2nc3c(F)cc4[nH]ncc4c3c3c2CCCC3)c(C(F)(F)F)n1

assay / entry	25	26	27	28	29	30	31	32
UACC-62	104	101	-41*	95	88	99	100	29
LOX IMVI	93	95	-42*	90	109	-97*	100	29
SK-MEL-5	101	102	-96*	98	103	55	105	40
SK-MEL-2	115	.	-59*	101	96	-36*	107	49
MDA-MB-435	100	103	-6.7*	105	101	-84*	96	14
SK-MEL-28	122	111	-8.7*	105	114	-88*	111	51
UACC-257	103	101	-33*	.	92	-85*	92	53
MALME-3M	104	98	-24*	75	103	-46*	103	60

[33] COc1ccc(-n2c(SCC(=O)NNS(=O)(=O)c3ccccc3)nc3cc(OC)c(OC)cc3c2=O)cc1
[34] O=C1NCC(=O)N(Cc2cccnc2)[C@H]1Cc1ccccc1
[35] Cn1cc(-c2nc(-c3c[nH]c4ccccc34)cs2)c2cccnc21
[36] O=C(c1ccccc1)C1CC=CCC1C(=O)c1ccccc1 (configuration not stated)
[37] COc1cccc(CCNc2ncnc3c2ncn3Cc2nnc3c4ccccc4c(Cl)nn23)c1
[38] O=CC1N=C(Cc2ccccc2)OC1=O (configuration not stated)
[39] CCCC1(/C=N/NC(N)=O)NC(=O)NC1=O (configuration not stated)
[40] CN1C(=O)C(C2=NNC(c3ccccc3C(=O)O)C2)C(=O)N(C)C1=O (configuration not stated)

assay / entry	33	34	35	36	37	38	39	40
UACC-62	90	101	51	91	33	102	119	96
LOX IMVI	89	97	39	98	8.8*	96	99	101
SK-MEL-5	101	99	22	104	77	103	.	108
SK-MEL-2	100	101	.	105	20	124	103	99
MDA-MB-435	109	107	1.9*	114	57	109	110	104
SK-MEL-28	97	112	52	116	72	106	119	123
UACC-257	108	83	61	111	59	106	122	97
MALME-3M	126	92	55	110	56	100	115	111

One compound at a time (already shown). Values in the order: UACC-62	LOX IMVI	SK-MEL-5	SK-MEL-2	MDA-MB-435	SK-MEL-28	UACC-257	MALME-3M
CN1C(=O)C(C2=NNC(c3ccccc3C(=O)O)C2)C(=O)N(C)C1=O (configuration not stated) in the list: 96	101	108	99	104	123	97	111
O=C1NCC(=O)N(Cc2cccnc2)[C@H]1Cc1ccccc1 in the list: 101	97	99	101	107	112	83	92
O=CC1N=C(Cc2ccccc2)OC1=O (configuration not stated) in the list: 102	96	103	124	109	106	106	100
O=C(c1ccccc1)C1CC=CCC1C(=O)c1ccccc1 (configuration not stated) in the list: 91	98	104	105	114	116	111	110
COc1cccc(CCNc2ncnc3c2ncn3Cc2nnc3c4ccccc4c(Cl)nn23)c1 in the list: 33	8.8*	77	20	57	72	59	56

The listing continues:
[41] O=C(CCc1nnc(Cc2ccccc2Cl)o1)c1nc2ccccc2[nH]1
[42] CN(C)S(=O)(=O)O[C@@H]1C(=O)N(c2cc3c4ccccc4ccc3c3ccccc23)[C@H]1c1ccc(F)cn1
[43] COC(=O)c1c2c(c(C)[n+]([O-])c1C)C(=O)C=C(NCc1cccc(OC)c1)C2=O
[44] CCOC(=O)CCN1CCN(c2ccccc2C)CC1
[45] O=C(NC1C(O)OC(CO)C(O)C1O)NS(=O)(=O)c1ccc(CCNC(=O)c2cccc(Cl)c2)cc1 (configuration not stated)
[46] Cc1c(NC(=O)c2sc3nc4c(cc3c2N)CN(Cc2ccccc2)CC4)cccc1C(F)(F)F
[47] Cc1cc(C)c(N)c(S(=O)(=O)O)c1
[48] Clc1ccc(N/N=C/c2ccccn2)nc1

assay / entry	41	42	43	44	45	46	47	48
UACC-62	74	61	-68*	110	100	37	93	-7.0*
LOX IMVI	91	87	-80*	97	96	42	94	-6.4*
SK-MEL-5	91	88	-97*	99	100	42	99	-66*
SK-MEL-2	100	87	-65*	115	110	50	94	37
MDA-MB-435	97	91	-95*	102	100	13	99	24
SK-MEL-28	109	108	-22*	116	109	74	132	20
UACC-257	101	90	-87*	102	103	52	122	1.1*
MALME-3M	108	127	-99*	110	108	64	104	1.4*

[49] Nc1nc(Nc2ccccc2)c2c(n1)-c1ccoc1CC2
[50] Cc1ccccc1N=C(c1ccccc1)C1C(=O)c2ccccc2C1=O
[51] COc1ccc(NCc2ccc(C)cc2)cc1
[52] NC(=O)NO
[53] O=C1O[C@H]2c3ccccc3-c3c4c(cc5c3[C@H]2N1CC5)OCO4
[54] C(=N\Nc1nc(-c2ccccc2)cs1)/c1nc2ccccc2n1C1CC1
[55] Cc1cc(N2CCCC2)nc(N(CCCNc2ccnc3cc(Cl)ccc23)Cc2ccccn2)n1
[56] O=C(Nc1nc2ccccc2n1Cc1ccccc1)c1ccccc1I

assay / entry	49	50	51	52	53	54	55	56
UACC-62	98	63	94	75&103	94	96	80	65
LOX IMVI	106	86	92	59&101	97	.	32	64
SK-MEL-5	99	-0.2*	99	80&106	98	96	51	74
SK-MEL-2	101	60	98	94&110	94	106	72	68
MDA-MB-435	106	27	88	74&99	108	97	19	90
SK-MEL-28	109	89	100	45&107	128	104	70	82
UACC-257	98	96	.	44&102	90	98	49	91
MALME-3M	123	.	98	58&102	113	95	39	86

[57] CC(=O)C1CCC2C3CC(C)C4=CC(=O)CCC4(C)C3(F)C(=O)CC12C (configuration not stated)
[58] COc1ccc(C2=NNC(c3cc(OC)c(OC)c(OC)c3)C2)cc1 (configuration not stated)
[59] COc1ccc(-c2nc3ncccn3c2-c2nc3ccc(OC)cc3[nH]2)cc1
[60] O=C(CCCN1CCC(O)(c2cccc(C(F)(F)F)c2)CC1)c1ccc(F)cc1
[61] NC(=O)N/N=C\c1ccc([N+](=O)[O-])o1
[62] O=c1oc2ccc(O)cc2cc1-c1c[nH]c2ccccc12
[63] O=c1nc(NC2CCCC2)nc(-c2ccc(C(F)(F)F)cc2)[nH]1
[64] O=CN1N=C(c2cccc(Nc3ccncc3)c2)CC1c1ccccc1 (configuration not stated)
[65] CN(C)Cc1ccc[nH]1

assay / entry	57	58	59	60	61	62	63	64	65
UACC-62	90	69	102	99&99	103	73	106	93	92
LOX IMVI	93	77	.	90&105	91	81	97	96	81
SK-MEL-5	100	56	95	94&95	107	80	97	97	102
SK-MEL-2	95	95	96	89&88	114	93	.	106	94
MDA-MB-435	113	83	99	100&106	102	61	106	97	110
SK-MEL-28	106	104	111	91&116	106	112	115	100	107
UACC-257	102	103	101	97	92	77	96	92	0.1*
MALME-3M	105	103	92	79&103	73	87	97	103	126
